# 12-LOX inh – inhibitors of human 12S-lipoxygenase ALOX12. P18054. purified 12hLO, xylenol orange hydroperoxide absorbance. Potency, µM (highest dose often 108 µM), without a hit: at the highest dose activity change, negative = inhibition, usual class: inhibitors. 1.1% of 580,000 active. AID 1671190; active = well fitted inhibition curve with a large enough effect; inconclusive = small, poorly fitted or top-dose-only effect, or another doubt; inactive = no such curve, though single readings can be large or run the other way
# Target sequence (P18054 whole entry, looked up): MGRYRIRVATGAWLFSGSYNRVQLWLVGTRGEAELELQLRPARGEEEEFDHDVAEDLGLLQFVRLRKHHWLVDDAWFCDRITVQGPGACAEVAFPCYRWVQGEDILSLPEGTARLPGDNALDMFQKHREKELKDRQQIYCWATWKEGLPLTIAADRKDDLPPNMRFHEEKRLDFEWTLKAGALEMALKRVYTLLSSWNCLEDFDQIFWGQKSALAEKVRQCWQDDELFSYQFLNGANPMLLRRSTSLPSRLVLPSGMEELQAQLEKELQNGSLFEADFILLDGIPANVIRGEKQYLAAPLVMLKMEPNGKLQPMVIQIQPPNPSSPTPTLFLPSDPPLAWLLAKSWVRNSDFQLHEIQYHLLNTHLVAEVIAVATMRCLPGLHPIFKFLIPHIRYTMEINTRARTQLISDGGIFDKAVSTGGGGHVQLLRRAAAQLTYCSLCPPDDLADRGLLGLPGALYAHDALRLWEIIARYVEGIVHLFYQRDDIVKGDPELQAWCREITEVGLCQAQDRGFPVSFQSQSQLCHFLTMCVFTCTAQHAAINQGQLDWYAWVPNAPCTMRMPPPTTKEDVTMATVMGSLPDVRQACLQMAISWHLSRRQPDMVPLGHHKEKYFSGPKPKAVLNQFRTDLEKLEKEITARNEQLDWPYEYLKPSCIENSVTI
#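 Hydroperoxide product was detected by ferrous iron/xylenol orange as the 573 to 405 nm absorbance ratio. Arachidonic acid at 40 uM (final) was turned over for 30 min at room temperature by 150 nM human 12hLO, pH 7.0 Hepes buffer, after 15 min compound preincubation.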
# The depositor's hits bear a star; ? = inconclusive; [ ] = dose if it differs, or a comment. % is set by controls: 0 for no effect and ±100 for the full control effect; potency is the fitted concentration of half-maximal effect. This is a subset; the hit share may differ from the screen's.
SMILES,12-LOX inh
C[N+](=O)C1C(=O)Nc2ccccc21 (stereo not drawn),-13%
Cc1occc1C(=O)Nc1sc2c(c1C#N)CCC(C(C)(C)C)C2 (stereo not drawn),-7%
O=C(N[C@H]1[C@H](O)[C@H](O)C[C@@H]1c1ccc(N2CCOCC2)nc1)c1ccc2c(c1)OCCO2,6%
COc1ccc(NC(=O)CC2CCCCN(C)C2=O)cc1OC (stereo not drawn),10%
COc1ccc(Oc2coc3cc(OC(=O)c4ccccc4)ccc3c2=O)cc1,21%
Cc1ccc(-c2nc3nc(CNc4ccc(C)c(Cl)c4)cc(=O)n3[nH]2)cc1,?
O=C(NC1CCCCC1)C1CC(c2c(F)cccc2Cl)=NO1 (stereo not drawn),-3%
CN(C(=O)Cc1ccsc1)C1CCc2nn(C)c(=O)n2CC1 (stereo not drawn),-1%
COc1cc(OC)cc(OCC2CN(Cc3cccc(C(F)(F)F)c3)C(=O)c3c(ccnc3-c3ccc(OCC(=O)O)cc3)O2)c1 (stereo not drawn),-1%
COCc1oc2c(cc(NS(=O)(=O)c3ccc(C)cc3)c3ccccc32)c1C(=O)OC,-20%
O=C(O)c1cnc(-c2ccccc2)nc1,?
CN1c2ccccc2[C@]23CCN(S(=O)(=O)C(F)(F)F)C2=Cc2ccccc2[C@H]13,?
Cc1ccc(NC(=O)COC(=O)c2nc(-c3ccccc3)oc2C)c(C)c1,?
N#C/C(=C\c1cn(Cc2ccc(F)cc2)c2ccccc12)C(N)=O,?
CN(C)C[C@@H]1CN(S(C)(=O)=O)C[C@H]1NC(=O)CCc1c[nH]c2ccccc12,101%[activator]
COCC(=O)NC1CCC12CCN(Cc1cccc(OC)c1)CC2 (stereo not drawn),77%[activator]
CC(C)NC(=O)C1(C)CSCC(=O)N1Cc1cccc(F)c1 (stereo not drawn),-10%
COc1cccc2c1OCC(C(=O)N1C[C@@H]3[C@H](C1)[C@H]1CC[C@@H]3O1)C2 (stereo partly drawn),8%
O=C(NCCCCCO)C1CCN(c2nc(Cl)nc3nc[nH]c23)CC1,6%
COc1ccc(CN2CC3(CCN(C(=O)c4cccs4)CC3)C2=O)cc1,15%
CN(C(=O)COc1ccc(F)cc1)C1CCc2nn(CC3CC3)c(=O)n2CC1 (stereo not drawn),72%[activator]
CCn1c(SCC(=O)c2cc3ccccc3o2)nnc1C1CC1,-14%
CCc1oc2ccccc2c1/C=N/O,-3%
COc1ccc(-c2nc(Nc3ccccc3C)c3ccccc3n2)cc1,-44%
COc1ccc(Nc2cc3c(cn2)ncn3Cc2ccccc2)c(C)c1,-3%
SMILES,12-LOX inh
CC(C)NC(=O)N1CCC2(CC1)NC(=O)c1ccccc1O2,?
Cc1cc(NC(=O)C(C)Sc2nc(NC3CC3)c3ccccc3n2)no1 (stereo not drawn),-22%
Cc1c(C(=O)N(Cc2nc3ccccc3c(=O)[nH]2)C(C)C)oc2ccccc12,-2%
O=C(O)[C@@H]1C[C@@H](O)CN1,-12%
CCc1cccc(NC(=O)[C@@H]2COCC(=O)N2Cc2ccc(OC)cc2OC)c1,6%
O=C(N1CCOCC1)C1(c2ccc(Cl)cc2)CCOCC1,?
COc1ccc(N2CC(c3noc(-c4cccc(C)c4)n3)CC2=O)cc1 (stereo not drawn),25%
COc1ccccc1CN1CC(c2noc(CCC(=O)c3ccc(C)cc3)n2)CC1=O (stereo not drawn),7%
CNC(=O)N1C[C@@H](CN(C)C)[C@H](NC(=O)c2ccccc2OC(F)(F)F)C1,6%
COc1cccc(NC(=O)C2CC(=O)N(c3n[nH]c4cccc(F)c34)C2)c1 (stereo not drawn),5%
O=C(CCNc1c(-c2ccccc2)nc2cnccn12)NC1CCCC1,-6%
COc1cc(C(=O)CSc2ccc(Cl)cc2)cc(OC)c1OC,?
CN(C)C(C(=O)N1CCC(OCc2cccnc2)CC1)c1cccc(F)c1 (stereo not drawn),25%
O=C1Nc2ccccc2C12CN(Cc1ccc3ccccc3c1)C2,?
O=C(N[C@H]1C[C@@H]2C(=O)N[C@H]3CCN(C(=O)c4cccs4)[C@@H]3C(=O)N2C1)C1CCCC1,0%[176 µM]
CC(C)NC(=O)N1CCC2(CC1)CCN(C(=O)c1csnn1)CC2,3%[57.4 µM]
CN1c2cc(C(=O)NCc3ccc(F)cc3)ccc2C(=O)N2CCCCCC21 (stereo not drawn),?
CCOC(=O)c1cccc(NC(=O)C2=Cc3ccccc3OC=C2)c1,0%
CC[C@H]1CN(C(=O)Nc2cccc(OC)c2)CC[C@H]1CC(=O)N[C@@H](CO)CC(C)C,31%[176 µM]
COCCC(=O)N1CCC(N2C[C@H](O)C[C@H]2C(=O)NC2CCCCC2)CC1,16%
Cc1ccc(NC(=O)c2ncoc2-c2cccc(C)c2)cc1,-21%
CC1CCN(C(=O)C[C@@H]2O[C@H](CNC(=O)C3CC3)[C@@H](O)[C@H]2O)CC1,80%[activator][176 µM]
CCCn1c(NC(=O)c2nn(C)c(=O)c3ccccc23)nc2ccccc21,51%[activator]
Cc1noc(C)c1-c1cc2cc(CNC(C)C)oc2c(NC2CCN(C)CC2)n1,2%[176 µM]
O=C(Cc1c(F)cccc1Cl)N1CCC(c2noc(COc3ccc(F)cc3)n2)CC1,23%
SMILES,12-LOX inh
CNC(=O)CCn1ncc2cc(OCc3ccccc3-c3cccnc3OC)ccc21,15%[176 µM]
CCOCCn1c(SCC(=O)OC)nc2c1c(=O)[nH]c(=O)n2C,-9%
Cc1ccc(CNC(=O)N2CC(Oc3cccc(-c4nc(C)no4)c3)C2)cc1,6%
COc1ccc(Cl)cc1C(=O)NC1CCCN(c2cc(-c3ccccc3)[nH]n2)C1 (stereo not drawn),8%
O=C(NC1CCC(C(F)(F)F)CC1)c1ccc(Cl)nc1 (stereo not drawn),-6%
CC(NC1CCCc2ccccc21)C(=O)c1c[nH]c2ccccc12 (stereo not drawn),?
FC(F)(F)c1ccc(C=Cc2nc(COc3ccc(CCCCn4ccnn4)cc3)co2)cc1,31%[activator][57.4 µM]
CCc1c(C(=O)NC2CCN(C)CC2)csc1C,10%
COCCn1c(CN(C)CC2COc3ccccc3O2)cnc1S(=O)(=O)CC1CC1 (stereo not drawn),5%
O=C(NC1C[C@H]2CC[C@@H](C1)N2C(=O)CC1CCCCC1)c1ccc(F)cc1 (stereo partly drawn),34%
COC(=O)[C@]12C[C@H](CC(=O)NCc3ccccc3)C(=O)N(Cc3ccc4c(c3)OCO4)C1=C[C@H](COCc1ccccc1)O[C@@H]2C,-3%
CC(=O)N1CCN([C@H]2[C@@H]3OC[C@@H](O3)[C@@H](NC(=O)Nc3cccc(C(F)(F)F)c3)[C@@H]2O)CC1,-23%
COc1ccc(Nc2cnc3ccc(-c4ccccc4)nn23)cc1OC,-21%[176 µM]
CN1C(=O)CCC2(CNC(=O)Nc3ccccc3)CCC=C12 (stereo not drawn),25%
O=C(Cc1cccc(Cl)c1)N1CCCN(c2nc3ncccc3o2)CC1,14%
CC(C)CC(=O)N1CCC2(CC1)NCCc1c2[nH]c2ccccc12,12%
CCCNC(=O)C1COC2(CCC(C)CC2)N1C(=O)c1ccccc1Cl (stereo not drawn),2%
COC(=O)c1cccc(N2C(=O)C[C@](Sc3ccc(OC)cc3)(C(=O)N3CCCC3)[C@H]2c2ccc(OC)cc2)c1,-30%
C/C(Cc1ccccc1)=N\NC(=O)C(C)C,1%
Cc1cccc2c3c(ccc12)C1=C(C(=O)C3=O)C(C)CO1 (stereo not drawn),0%
O=[S+]([O-])(c1cccs1)N1CCC2(CC1)CC(Cc1ccccc1)=NO2,23%
O=C(C1CCN(S(=O)(=O)c2cccc3cccnc23)CC1)N1CCN(C2CCCC2)CC1,-3%
O=C(NCCc1ccccc1)c1cc(-c2ccccn2)nc2ccccc12,18%
COc1ccc(NC(=O)C=C(C)C)cc1OC1CCCC1,16%
COC(=O)C1=C(C)N(C)C(=NCc2ccccc2)NC1CCc1ccccc1 (stereo not drawn),-20%

# Molecules above that have a furan ring, fused or not (6):
SMILES,12-LOX inh
Cc1occc1C(=O)Nc1sc2c(c1C#N)CCC(C(C)(C)C)C2 (stereo not drawn),-7%
COCc1oc2c(cc(NS(=O)(=O)c3ccc(C)cc3)c3ccccc32)c1C(=O)OC,-20%
CCn1c(SCC(=O)c2cc3ccccc3o2)nnc1C1CC1,-14%
CCc1oc2ccccc2c1/C=N/O,-3%
Cc1c(C(=O)N(Cc2nc3ccccc3c(=O)[nH]2)C(C)C)oc2ccccc12,-2%
Cc1noc(C)c1-c1cc2cc(CNC(C)C)oc2c(NC2CCN(C)CC2)n1,2%[176 µM]

# The list goes on:
SMILES,12-LOX inh
CCN1c2cc(C(=O)Nc3ccc(OC)c(Cl)c3)ccc2C(=O)N2CCCCCC21 (stereo not drawn),-9%
O=C1CCN(C(=O)[C@H](Cc2ccccc2)NC(=O)c2ccoc2)CCCOCCN1,53%[activator]
CCOC(=O)c1c(S(=O)(=O)NCC(=O)N2CCCCC2)c(C)n(C)c1C,1%
CCn1cc(S(=O)(=O)N2CC(Oc3ccccc3-c3noc(C)n3)C2)cn1,-8%
O=C(NC1CCN(c2cc(-c3ccc(Cl)cc3)[nH]n2)CC1)c1ccc(F)cc1F,23%
CC(=O)N1CCN(c2nc(-c3ccccc3)c3ccccc3n2)CC1,10%
N#Cc1ncn(CC(=O)Nc2ccc(Br)cc2Cl)n1,-20%
Cc1ccccc1NC(=O)Cn1c(-c2cccc(Cl)c2)nc(C)c(CCO)c1=O,5%
COc1ccc(-c2cc(C[C@H]3CNCC[C@H]3CC(=O)N3CCOCC3)no2)cc1,6%[176 µM]
COc1cc(CNC(=O)c2cc3cn(C(C)C)cc3s2)cc(OC)c1,21%
O=C(Nc1ccc(Cl)c(S(=O)(=O)N2CCCC2)c1)c1n[nH]c2ccccc12,-13%
Cc1ccc2c(=O)cc(C(=O)N3CCC(Cc4ccccc4)CC3)oc2c1C,?
CN(C)CCNC(=O)c1cc(-c2ccccn2)nc2ccccc12,32%
COc1ccc2nc(C[C@@H]3C[C@@H](C(C)C)[C@H](CN(Cc4ccccc4F)Cc4ccccc4F)C=C3C)[nH]c2c1,-10%
C=CCNc1nc(C(=O)OCC(=O)c2cc(C)n(C)c2C)cs1,?
Cc1nn(-c2ccc(F)cc2)c(Oc2ccccc2F)c1CCC(=O)NCC1CCCO1 (stereo not drawn),49%[activator]
Cc1noc(C)c1-c1cn(CCNS(=O)(=O)c2ccc(Cl)cc2)nn1,?
NNc1cc(Cl)c(Cl)cc1[N+](=O)[O-],99%[activator]
Cc1[nH]c2ccccc2c1C(=O)C(=O)NCC(=O)N(C)C,-5%
CN1C(=O)C(Cc2nc3ccccc3c(=O)n2CCCO)c2ccccc21 (stereo not drawn),-19%
COc1ccc(C2(C(=O)N3CCCC(c4nc(C(C)C)no4)CCNC(=O)CC3)CC2)cc1 (stereo not drawn),66%[activator]
N#Cc1cccc(-c2cn3c(n2)N(C(=O)CC2CCNCC2)CCC3)c1,15%
CCSC1=N/C(=C\c2cc(C)ccc2C)C(=O)S1,?
COc1ccccc1CNC(=O)c1c(OCC2CC2)cc(=O)n2c1CCCCC2,-16%
O=C(Cn1nc2c(cc1=O)CCCCC2)Nc1ccccn1,28%

# As a working copy, part of the list above:
SMILES,12-LOX inh
C[N+](=O)C1C(=O)Nc2ccccc21 (stereo not drawn),-13%
Cc1occc1C(=O)Nc1sc2c(c1C#N)CCC(C(C)(C)C)C2 (stereo not drawn),-7%
O=C(N[C@H]1[C@H](O)[C@H](O)C[C@@H]1c1ccc(N2CCOCC2)nc1)c1ccc2c(c1)OCCO2,6%
COc1ccc(NC(=O)CC2CCCCN(C)C2=O)cc1OC (stereo not drawn),10%
COc1ccc(Oc2coc3cc(OC(=O)c4ccccc4)ccc3c2=O)cc1,21%
Cc1ccc(-c2nc3nc(CNc4ccc(C)c(Cl)c4)cc(=O)n3[nH]2)cc1,?

# New compounds follow:
SMILES,12-LOX inh
COC[C@H]1CCCN1Cc1nc(C2(O)CCN(CC3CCCCC3)CC2)cs1,43%[activator][176 µM]
COc1ccc(-c2nc3cc(NC(=O)CC(C)C)ccc3o2)cc1,8%
COc1ccc(-c2nnc(SCC(=O)NCc3ccco3)n2C2CCCCC2)cc1OC,6%
CC(C)NC(=O)C[C@@H]1c2nc(NC(=O)N3CCOCC3)sc2C[C@@H]2[C@](C)(CO)[C@H](O)CC[C@]21C,10%
COCCCNC(=O)N1CCCCCCNC(=O)[C@@H]2CCCC[C@@H]21,8%
COc1ccc(Oc2ncc3ncc(=O)n(Cc4ccc(F)cc4)c3n2)cc1,?
COCCNC(=O)[C@@H]1[C@H](c2cc(OC)c(OC)c(OC)c2)c2cc3c(cc2[C@H](O)[C@H]1CO)OCO3,19%
CC1(C)CC(=O)C2=C(C1)Nc1[nH]n(-c3ccccc3)c(=O)c1C2c1ccc(O)cc1 (stereo not drawn),-8%
O=C(NCCCO)c1nc(-c2cccc3[nH]ccc23)no1,-6%
COc1ccc(NC(=O)N[C@H]2CO[C@H]3[C@@H]2OC[C@@H]3n2nnnc2Oc2ccccc2)cc1,58%[activator][176 µM]
COc1ccccc1COCC(O)CN(CC(O)COCc1ccccc1OC)C12CC3CC(CC(C3)C1)C2 (stereo not drawn),-8%
COc1cccc(C(=O)N2CCCCC23Cc2ccccc2NC3=O)c1 (stereo not drawn),29%[176 µM]
CSC(C)C(=O)Nc1ccc(Cl)c(Cl)c1 (stereo not drawn),?
CCN1CCCC1CNC(=O)c1cnn(-c2nccc(-c3ccco3)n2)c1C1CC1 (stereo not drawn),2%
Cc1ccc(-c2nnc(CCC(=O)Nc3nc(C)cs3)o2)cc1,17%
CCOc1ccc(CC(=O)NC2CCCN(c3cc(-c4ccc(F)cc4)[nH]n3)C2)cc1OCC (stereo not drawn),?
CCCCCNC(=O)NC(C)C(=O)NCC (stereo not drawn),3%

# Rewritten with bars between the fields: entries from further up.
structure | 12-LOX inh
Cc1ccc(-c2nnc(CCC(=O)Nc3nc(C)cs3)o2)cc1 | 17%
CCOc1ccc(CC(=O)NC2CCCN(c3cc(-c4ccc(F)cc4)[nH]n3)C2)cc1OCC (stereo not drawn) | ?

# Screening results: PubChem, National Center for Advancing Translational Sciences (NCATS)
